Assay outcomes deposited in PubChem by National Center for Advancing Translational Sciences (NCATS).
Chronic BCR inh: qHTS Assay to Find Inhibitors of Chronic Active B-Cell Receptor Signaling; ABC-DLBCL IkBa-CBG/CBR reporter, luminescence ratio, 4 h; Potency, µM (top dose mostly 46.1 µM), for inactives: at the highest dose ratio change, negative = lower green/red ratio, hits mostly inhibitors; actives 0.05% (n = 340,000); AID 493014, 2011; active means well fitted inhibition curve with a large enough effect in the signal ratio, with a control signal flat, not every such curve was filed as active; inconclusive means small, poorly fitted or top-dose-only effect, or effect the other way, or a change in a side signal; the % refers to the signal ratio;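 further: potency means the concentration at half of the fitted maximal effect; plate controls were basal doxycycline-induced cells for no effect and cells given 10 µM MG132 for full effect; MG132 reads +100%, hits lower the ratio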
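Doxycycline induced both beetle luciferases in TMD8 lymphoma cells; IKK-driven degradation limits the IkappaBalpha-fused green signal, while red luminescence normalises for cell number and nonspecific effects. Compounds tested up to 46 uM, 4 hrs.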
TCR activator: Activators of T cell receptors: qHTS campaign; primary human leukocytes, anti-CD3, IL-2 HTRF, 48 h; 330,000 tested, under 10 active; Potency, µM (top dose mostly 9.22 µM), without a hit: top-dose activation of IL-2 secretion, usual class: activators; further: % of control where 0% means no effect
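48 hr co-incubation of compounds, a-CD3 beads and primary human leukocytes; IL-2 quantified homogeneously by HTRF with anti-IL-2 K and d2 conjugates.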
PTAP TSG101 blk: qHTS Assay for Iinhibitors of HIV-1 Budding by Blocking the Interaction of PTAP/TSG101; Tumor susceptibility gene 101 protein (Homo sapiens), Q99816; Fluorescence polarization, FITC-PTAP peptide / Tsg101 binding; Potency, µM (titrated, usually from 115 µM), inactives show at the top dose activity change, negative = inhibition, actives largely listed as inhibitors; 340,000 tested, under 10 active; active means well fitted inhibition curve with a large enough effect in the main read-out, with a control signal flat, not every such curve was filed as active; inconclusive means small, poorly fitted or top-dose-only effect, or effect the other way, or a change in a side signal; inactive means no such curve, though single readings can be large or run the other way; further: potency means the concentration at half of the fitted maximal effect; % of control where 0% means no effect
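Steps: Tsg101 binding domain dispensed (10 uM final), compounds pinned in DMSO, FITC-labeled PTAP-motif peptide added (50 nM final); after 20 min binding at room temperature, polarization measured.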
Eya2 inh: qHTS Assay for Inhibitors of the Phosphatase Activity of Eya2; Protein phosphatase EYA2 (Homo sapiens), O00167; recombinant Eya2, OMFP fluorescence dephosphorylation (OMFP is methylfluorescein phosphate); Potency, µM (titrated, usually from 76.9 µM), inactives show top-dose activity, negative = inhibition, actives largely listed as inhibitors; actives 0.006% (n = 330,000); further: potency means the concentration at half of the fitted maximal effect; on the % scale 0 is the no-effect control and ±100 the full control effect
Target sequence (O00167 whole entry, looked up): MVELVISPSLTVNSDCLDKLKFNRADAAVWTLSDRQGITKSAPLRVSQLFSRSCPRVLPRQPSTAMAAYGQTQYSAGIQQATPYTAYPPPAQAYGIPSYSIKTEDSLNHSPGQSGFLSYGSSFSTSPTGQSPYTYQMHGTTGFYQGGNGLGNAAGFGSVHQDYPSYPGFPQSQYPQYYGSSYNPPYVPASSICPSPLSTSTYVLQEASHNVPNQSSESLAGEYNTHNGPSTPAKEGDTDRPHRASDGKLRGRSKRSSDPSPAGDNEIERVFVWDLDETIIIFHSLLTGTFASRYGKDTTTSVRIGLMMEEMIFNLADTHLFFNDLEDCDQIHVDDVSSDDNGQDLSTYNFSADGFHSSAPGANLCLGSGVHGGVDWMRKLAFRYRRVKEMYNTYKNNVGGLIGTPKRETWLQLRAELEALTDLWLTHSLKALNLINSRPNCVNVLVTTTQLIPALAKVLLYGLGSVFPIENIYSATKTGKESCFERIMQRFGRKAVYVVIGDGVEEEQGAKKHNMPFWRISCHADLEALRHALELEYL
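Eya2 (0.2 uM) preincubated 10 min at ambient with compound, then OMFP substrate added at 50 uM; 10 min reaction in 50 mM HEPES pH 7.5, 50 mM NaCl, 5 uM MgCl2, 0.05% BSA, 1 mM DTT. Fluorescence read at Ex 485/Em 525 nm.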
Mito fusion act: qHTS Assay for Small Molecule Inhibitors of Mitochondrial Division or Activators of Mitochondrial Fusion; actives 0.23% (n = 320,000); S. cerevisiae fusion-defective mutant growth rescue, CellTiterGlo 48 h; AID 485298, 2010; Potency, µM (top dose mostly 46.1 µM), for the others: at the highest dose growth rescue (activation), usual class: activators;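 further: potency means the concentration at half of the fitted maximal effect; % of control where 0% means no effect; nearly all actives have a fitted effect of over 45% in size; temperature-sensitive fusion mutants such as fzo1-1 at 37 °C on non-fermentable ethanol glycerol medium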
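Luminescent cell viability in 1536-well qHTS format served as the measure of rescued growth in ts fusion-mutant S. cerevisiae cultured on non-fermentable YPEG for 48 hours at 37C.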
Integrin act MD: qHTS for Activators of Integrin-Mediated Alleviation for Muscular Dystrophy; alpha7betagal myoblasts, beta-gal FDG fluorescence, 48 h; Potency, µM (highest dose often 38.3 µM), without a hit: top-dose activation, most hits filed as activators; actives 0.064% (n = 350,000); AID 624291, 2012;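 further: potency means the concentration at half of the fitted maximal effect; 100% = response of the positive control SU9516; nearly all actives have a fitted effect of over 60% in size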
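alpha7betagal+/- myoblasts (passage 13, 250/well) treated 48 h at 37C with compounds at 1:260 dilution of DMSO stock. Lysed, then beta-galactosidase activity read as FDG fluorescence (ex 480/em 540) after 30 min, with pre-read for autofluorescence.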
S-ASM inh: Inhibitors of Secretory Acid Sphingomyelinase (S-ASM): qHTS; placental ASM, HMU-PC fluorogenic substrate, 60 min; Potency, µM (highest dose often 57.5 µM), without a hit: top-dose activity change, negative = inhibition, actives largely listed as inhibitors; actives 0.006% (n = 340,000); further: potency means the concentration at half of the fitted maximal effect
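Fluorescence read-out (Ex 386 nm, Em 447 nm) after stopping the reaction at pH 10. Enzyme: ASM from human placenta; substrate HMU-PC0, 9 uM final; 60 min, 37 °C. Compound preincubation 10 min, ambient temperature.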
AT treatment: qHTS Assay for Identifying a Potential Treatment of Ataxia-Telangiectasia. […] A-T fibroblasts, KAP-1 phosphorylation AlphaLISA; neocarzinostatin DNA damage 30 min before lysis. Potency, µM (top dose mostly 57.5 µM), without a hit: at the top dose activation, hits mostly activators. actives 0.19% (n = 320,000). AID 485349, 2010; further: potency means the concentration at half of the fitted maximal effect; % of control where 0% means no effect; nearly all actives have a fitted effect of over 45% in size
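hTERT-immortalized A-T patient fibroblasts ([…]), 500 cells/well in OPTI-MEM, 1% FBS, got compounds for 60 min, then NCS for 30 min at 37C. Lysates were then assayed for phospho-KAP-1 by AlphaLISA (anti-pKAP1 donor, anti-KAP1 acceptor beads), 6 hr at 25C.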
ELG1 repair inh: qHTS screen for small molecules that inhibit ELG1-dependent DNA repair in human embryonic kidney (HEK293T) cells expressing luciferase-tagged ELG1. actives 2.3% (n = 330,000). AID 504467, 2011. HEK293T ELG1-luciferase reporter, luminescence, 16 h; DNA damage induced by 5-fluorouridine. Potency, µM (titrated, usually from 46.1 µM), without a hit: top-dose activity change, negative = inhibition, hits mostly inhibitors; further: potency means the concentration at half of the fitted maximal effect; on the % scale 0 is the no-effect control and ±100 the full control effect; nearly all actives have a fitted effect of over 55% in size
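Overnight (16 hr) co-exposure of 2,000 cells/well to 5-fluorouridine and compound at 37 °C preceded detection. Luciferase was quantified via ONE-Glo luminescence; loss of signal denotes inhibition.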
TSHR antagonist: Antagonists of the Thyroid Stimulating Hormone Receptor: HTS campaign | actives 0.2% (n = 330,000) | activity change, negative = inhibition, % at 11.5 µM | TSHR-expressing cells, TSH-stimulated cAMP HTRF, 2 h; stronger effect = lower value | AID 504810, 2011 | Thyrotropin receptor (Homo sapiens), P16473;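 active means activity change below a set negative limit, meaning inhibition stronger than a set level, cut at about -70% in these data; inconclusive means activity change between two set negative limits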; further: on the % scale 0 is the no-effect control and ±100 the full control effect
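Freshly harvested TSHR cells receive pin-tooled compound, then EC80 TSH at 4nM final. After 2 hours at 37 deg C, antibody in lysis buffer and cAMP-d2 are added; 30 minutes at ambient temperature precede the HTRF read.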
Tb PFK block: qHTS Assay to Find Inhibitors of T. brucei phosphofructokinase | T. brucei PFK, ADP-Glo luminescence | Potency, µM (doses to about 57.5 µM), for the others: at the top dose activity, negative = inhibition, actives largely listed as inhibitors | actives 0.17% (n = 330,000);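 further: potency means the concentration at half of the fitted maximal effect; 0% = uninhibited 1x PFK enzyme wells and -100% = no-enzyme wells; nearly all actives have a fitted effect of over 60% in size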
Target sequence (O15648 whole entry, looked up): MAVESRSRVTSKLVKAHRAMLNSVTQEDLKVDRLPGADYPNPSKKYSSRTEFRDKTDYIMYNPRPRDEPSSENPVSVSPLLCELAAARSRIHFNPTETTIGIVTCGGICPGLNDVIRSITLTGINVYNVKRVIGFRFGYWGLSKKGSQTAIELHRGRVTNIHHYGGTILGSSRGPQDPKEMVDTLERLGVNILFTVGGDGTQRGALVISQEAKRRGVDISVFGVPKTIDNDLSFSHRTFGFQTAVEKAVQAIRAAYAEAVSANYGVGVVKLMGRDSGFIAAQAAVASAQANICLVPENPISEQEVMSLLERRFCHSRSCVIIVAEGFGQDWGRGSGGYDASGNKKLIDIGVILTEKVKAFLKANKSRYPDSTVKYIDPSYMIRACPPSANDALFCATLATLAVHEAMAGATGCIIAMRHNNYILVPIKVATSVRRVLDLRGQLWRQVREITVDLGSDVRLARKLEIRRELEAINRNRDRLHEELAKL
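Activity is normalized to no-enzyme wells (full inhibition) and 1.25 nM enzyme wells (no inhibition). Reaction: 0.5 mM F6P, 0.1 mM ATP, 45 min RT, ADP-Glo luminescence; concentration-response curves fitted and classed by quality.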
Numbers without * were called inactive; ? = inconclusive; nt = not tested or not shown; [ ] = another dose, or the depositor's remark. Unless noted, the call rests on the fitted dose curve; in most records, active means well fitted curve in the direction sought with a large enough effect; inconclusive means small, poorly fitted or top-dose-only effect, or another doubt; inactive means no such curve, though single readings can be large; an effect the other way counts as inactive or inconclusive.

SMILES	Chronic BCR inh	TCR activator	PTAP TSG101 blk	Eya2 inh	Mito fusion act	Integrin act MD	S-ASM inh	AT treatment	ELG1 repair inh	TSHR antagonist	Tb PFK block
O=C(c1ccccc1Cc1ccccc1)N1CCN(S(=O)(=O)c2ccccc2[N+](=O)[O-])CC1	-5%	4%	-5%	-28%	1%	-38%	0%	0%	-30%	-10	-3%
CC1CCOC(c2coc3ccccc3c2=O)O1 (stereo not given)	0%	9%[46.1 µM]	2%	1%	5%	-11%	6%	3%	?	15	-15%
CCCCN(C(=O)Cc1ccc2c(c1)OCCO2)c1c(N)n(CCC)c(=O)[nH]c1=O	2%	9%	-6%	-7%	-4%	23%	0%	6%	5%	4	-12%
O=C(CN(C(=O)c1ccc(Cl)cc1)N1C(=O)C2C3C=CC(C3)C2C1=O)c1cccs1 (stereo not given)	5%	1%	-2%	9%	0%	14%	1%	-3%	3%	7	5%
CCOc1ccccc1N1CCN(Cc2cccc(OC)c2O)CC1	?	5%	-7%	-36%	7%	-12%	4%	3%	0%	-1	0%
Cc1cc(C(F)F)n2ncc(C(=O)N3CCC(C(N)=O)CC3)c2n1	7%	-1%	-7%	3%	0%	-32%	2%	-2%	30%	26	-2%
Cc1nc(Cl)c(C(=O)NCCc2ccccc2)c(C)c1[N+](=O)[O-]	9%	1%	-7%	2%	10%	-3%	-2%	-7%	-2%	9	-3%
CCn1c(CNC(=O)c2ccccc2F)cc2ccccc21	-8%	-5%	-2%	9%	1%	-27%	0%	1%	17%	47	-3%
CCOc1cc(/C=N/NC(=O)Cc2ccc(C(F)(F)F)cc2[N+](=O)[O-])c(Br)cc1OC	-6%	0%	1%	2%	-5%	-22%	2%	-1%	-1%	-9	3%
COCCn1cnnc1SCC(=O)Nc1cc(C)on1	0%	4%	-1%	1%	nt	-32%	4%	8%	6%	-11	9%
CCC[C@@H](CN[C@@H](CNC)[C@H](C)CC)NCC1CCC(C(C)(C)C)CC1 (stereo not given in full)	?	2%	-2%	-7%	-15%	-41%	6%	-1%	2%	6	4%
CCc1ccc(NC(=O)C2CC(=O)Nc3ncnn32)cc1 (stereo not given)	0%	-9%[46.1 µM]	-2%	-1%	4%	12%	4%	0%	17%	12	6%
CCN1C(=O)[C@H]2[C@@H](c3ccc(C)cc3)N3C(=O)N(c4ccc(OC)cc4)C(=O)[C@@]3(Cc3ccc(Cl)cc3)[C@H]2C1=O	-1%	-1%	-6%	5%	1%	-3%	-3%	-10%	-3%	14	4%
CCCn1c(Nc2ccccc2C)nc2ccccc21	1%	8%[46.1 µM]	-4%	2%	2%	4%	-3%	nt	15%	-4	-1%
Cc1cc(-c2ccc(Cl)cc2)n2nc(C)cc2n1	10%	-3%	-4%	1%	9%	0%	1%	0%	-6%	-7	0%
C/C(CC(=O)Nc1ccc(Cl)cc1)=N\NC(=O)C(=O)N1CCCCC1	-8%	2%	-2%	4%	0%	14%	1%	2%[11.5 µM]	?	-4	4%
CCc1ccc(OCCOCC(O)CNC(C)CC)cc1 (stereo not given)	2%	0%[46.1 µM]	-3%	-11%	-9%	-5%	2%	-3%	-15%	16	0%
CCOC(=O)c1ccc(NCn2c(=O)oc3ccccc32)cc1	-27%	-3%	34%[activator]	-5%	2%	39%[7.66 µM]	0%	4%	?	2	2%
CCc1ccccc1NC(=O)c1cc(C)no1	-4%	-10%	-2%	-2%	-3%	?	1%	-2%	0%	-5	5%
CCOc1ccc(S(=O)(=O)N2CCOCC2)cc1NC(=O)C1CCC1	-3%	-3%	2%	-2%	0%	-3%	2%	1%	-1%	14	2%
O=C(COC(=O)c1ccccc1NS(=O)(=O)c1cccs1)NCC12CC3CC(CC(C3)C1)C2	?	-3%[46.1 µM]	-1%	-12%	3%	-5%	17%	9%	0%	?	7%
Brc1ccc(-c2nnc(-c3ccccc3Br)o2)cc1	6%	5%	-6%	-9%	-3%	25%	-8%	nt	?	-1	4%
CC(C)C(=O)Nc1ccc2c(c1)C(=O)NC2=O	-16%	4%	0%	-16%	-1%	0%	10%	3%	11%	-2	-3%
O=C(CCNC(=O)c1ccc([N+](=O)[O-])cc1)Nc1ccccc1N1CCOCC1	1%	-1%	-2%	3%	-3%	-8%	6%	5%	-6%	-4	-4%
CC1CCN(C(=O)c2[nH]cnc2C(=O)Nc2cccc(Cl)c2)CC1	1%	-8%	-8%	6%	4%	-17%	1%	-4%	-22%	11	3%
Continued:
SMILES	Chronic BCR inh	TCR activator	PTAP TSG101 blk	Eya2 inh	Mito fusion act	Integrin act MD	S-ASM inh	AT treatment	ELG1 repair inh	TSHR antagonist	Tb PFK block
O=C(Nc1ccc(Br)cn1)C1CCN(S(=O)(=O)c2cccs2)CC1	?	0%	1%	-12%	3%	-29%	-2%	-31%	5.8µM*	-10	-3%
COc1ccc(C(=O)Nc2c(N)nc(SCC(=O)Nc3ccc(C(C)=O)cc3)[nH]c2=O)cc1	-3%	-8%	-1%	3%	2%	-3%	0%	8%	14%	-8	1%
Cn1c(SCC(=O)N2CCCC2)nnc1-c1ccc(S(=O)(=O)N2CCCC2)cc1	0%	-3%	-4%	15%	1%	5%	4%	0%	-6%	10	-3%
CSc1nnc(C)c(=O)n1COC(=O)c1ccc(S(=O)(=O)N(C)C)cc1	?	-1%[46.1 µM]	-1%	3%	3%	10%	0%	3%	-5%	9	-4%
CCCN1C(C)C(C(=O)OCC)=CN(Cc2cccc(I)c2)S1(=O)=O (stereo not given)	13%	2%[46.1 µM]	-3%	-4%	nt	4%	-2%	-12%	-2%	-10	-2%
CCS(=O)(=O)c1nc(S(=O)(=O)c2ccc(C)cc2)c(N2CCOCC2)s1	2%	-3%	-2%	-3%	0%	-38%[inhibitor]	-3%	-8%	9%	26	-4%
CCN(CC(=O)NCc1ccc(Cl)cc1)C(=O)c1ccc(S(=O)(=O)NCc2ccco2)cc1	?	0%	1%	1%	-1%	7%	2%	4%	-4%	4	-2%
O=C(CSc1nc2ncccc2[nH]1)c1ccc2c(c1)OCO2	?	5%	-7%	9%	2%	-28%	2%	-1%	?	-7	-3%
CCc1nc(C)c(C#N)c2cc(OC)c(OC)cc12	2%	7%	1%	-27%	12%	-7%	-3%	-7%	3%	0	7%
CC(C)c1c(O)nc(SCCN2CCOCC2)[nH]c1=O	4%	-6%	-5%	9%	0%	24%	0%	-3%	12%	-4	-4%
C=CCSC1=NNC(c2ccc(C(C)(C)C)cc2)=NN1	?	-7%	-3%	0%	0%	13%	4%	-21%	?	-9	3%
Cc1cc(C)n(-c2nc3ccccc3s2)n1	?	6%	-3%	0%	-4%	?	3%	12%	?	16	3%
CCCS(=O)(=O)c1nc(S(=O)(=O)c2ccc(C)cc2)c(N2CCC(O)CC2)s1	-2%	-3%	2%	2%	2%	?	2%	-4%	?	21	-18%
CN(C)S(=O)(=O)c1ccc(C(=O)N2CCN=C2SCc2cccnc2)cc1	?	-15%	-4%	7%	-7%	-25%	-3%	nt	?	18	-3%
